Hsp90 block – displaces geldanamycin probe from tumor Hsp90; actives 0.35% (n = 64,000); inhibition, % at 30 µM; P07900; NCI-N417 lysate Hsp90, Cy3B-geldanamycin FP displacement;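 active means inhibition above 50%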;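 further: 0% = tracer plus lysate wells and 100% = tracer alone without lysate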
NADH coupling – inhibition of NAD/NADH coupling enzymes, library profiling; coupled PK/LDH NADH assays, four targets; IC50, µM (highest dose often 10 µM), inactives show at the highest dose inhibition; AID 774; actives 0.02% (n = 65,000);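 active means single-dose screening hits from any of four coupled enzyme assays that gave an IC50 when retested across doses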;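 further: the DPM-DC format reads NADH fluorescence rather than 340 nm absorbance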
HER2 expr 66K – Her2 kinase expression inhibition; HER2 level % of control, % at 10 µM; P04626; SKBR-3 HER2 protein level, AlphaScreen, 18-24 h; active compounds read low; actives 0.69% (n = 65,000);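 active means HER2 level under 5% of the carrier-only control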;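 further: 100% = DMSO carrier and 0% = 500 nM PU-H71 HSP90 inhibitor; lower value means stronger loss of Her2 protein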
Autofluor 339 – intrinsic fluorescence of library compounds, ex339/em460 – biochemical, MLSMR library, data from DPM-DC assay, artefact control, profiling panel | compound autofluorescence, ex339/em460 nm, NADH buffer; active compounds read high; 1 = no-compound wells, NADH background | fluorescence fold increase at 10 µM | actives 5.5% (n = 65,000) | AID 709;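 active means at 10 µM, mean starting fluorescence two-fold or more over control wells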;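 further: signal is the first read of a kinetic run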
M1 ag – agonists of M1 muscarinic receptor; CHO-M1 cells, Fluo-4 calcium fluorescence, agonist mode; active compounds read high; B-score at 10 µM; actives 3% (n = 64,000); AID 626;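 active means fluorescence rise, raw or as B-score row- and column-corrected plate score, outside the 99.7% band of its plate's samples, either direction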
D1 mod – allosterically modulates the human D1 dopamine receptor; HEK293 D1, CRE-luciferase, dopamine EC30 potentiation; actives deviate in either direction; actives 5.9% (n = 58,000); B-score at 10 µM; AID 641; P21728;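 active means luminescence count or its row- and column-corrected plate score outside the 99.7% band of the plate's sample wells, on either side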
Target sequence (P21728 whole entry, looked up): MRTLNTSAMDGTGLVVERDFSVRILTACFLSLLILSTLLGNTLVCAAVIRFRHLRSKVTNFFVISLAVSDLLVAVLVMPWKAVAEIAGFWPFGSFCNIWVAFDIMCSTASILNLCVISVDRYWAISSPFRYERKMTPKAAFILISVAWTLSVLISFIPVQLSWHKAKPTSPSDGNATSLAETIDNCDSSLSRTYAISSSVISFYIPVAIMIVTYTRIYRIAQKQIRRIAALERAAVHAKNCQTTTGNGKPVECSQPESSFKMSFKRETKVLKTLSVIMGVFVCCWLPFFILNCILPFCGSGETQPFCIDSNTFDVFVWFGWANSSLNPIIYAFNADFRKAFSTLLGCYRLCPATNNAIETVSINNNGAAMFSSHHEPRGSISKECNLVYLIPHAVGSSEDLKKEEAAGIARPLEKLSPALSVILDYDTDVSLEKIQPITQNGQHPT
E coli RNAP – blocks E. coli RNA polymerase transcription; P0A8V2; fluorescence transcription assay; inhibition, %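 (tested at 10 µM)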; actives 0.2% (n = 62,000); AID 559; in the data active means inhibition above about 20%;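 further: 0% = enzyme without compound and 100% = no enzyme blank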
5HT1a ag – 5-HT1a (human) receptor agonism. P08908. CHO 5-HT1a Ga15 NFAT-bla reporter, FRET ratio; 0% basal, 100% maximal reference agonist. activation, % at 10 µM. actives 0.56% (n = 65,000). AID 567;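 active means activation above the screen-wide mean activation plus 3 SD, cut at about 19% in these data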;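 further: 0% = DMSO wells and 100% = 5-CT at EC100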
Target sequence (P08908 whole entry, looked up): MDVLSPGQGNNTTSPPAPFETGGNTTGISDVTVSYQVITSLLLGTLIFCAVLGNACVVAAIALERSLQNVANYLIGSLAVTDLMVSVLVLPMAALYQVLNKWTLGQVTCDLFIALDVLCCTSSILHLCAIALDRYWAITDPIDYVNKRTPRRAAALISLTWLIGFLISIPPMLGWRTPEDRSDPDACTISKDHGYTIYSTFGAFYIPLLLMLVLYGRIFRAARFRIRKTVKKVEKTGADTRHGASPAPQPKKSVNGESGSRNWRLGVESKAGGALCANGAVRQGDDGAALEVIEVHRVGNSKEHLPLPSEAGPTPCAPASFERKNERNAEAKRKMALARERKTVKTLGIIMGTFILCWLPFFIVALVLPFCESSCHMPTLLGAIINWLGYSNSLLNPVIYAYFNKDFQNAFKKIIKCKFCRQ
M1 antagonist – blocks the rat M1 muscarinic receptor response to acetylcholine. CHO-M1 cells, Fluo-4 calcium, ACh EC80 antagonist mode; active compounds read low. actives 3.4% (n = 64,000). B-score at 10 µM;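 active means calcium fluorescence response, raw or row-and-column corrected B-score, differing from the plate sample mean either way at a set confidence level, mostly lower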
* = called active by the depositor; nt = no result given; [ ] = another dose, or the depositor's remark.

SMILES | Hsp90 block | NADH coupling | HER2 expr 66K | Autofluor 339 | M1 ag | D1 mod | E coli RNAP | 5HT1a ag | M1 antagonist
O=C(Nc1ccccc1)c1cccnc1N1CCOCC1 | 1.5 | 3.0% | 105.7 | 1.01 | 0.534 | -0.387 | 2.6 | -1.8 | -3.32*
COCCCNC(=O)C1CCN(S(=O)(=O)N(CC(C)C)CC(C)C)CC1 | -0.1 | 3.0% | 106.2 | 1.11 | -0.00265 | -0.298 | 1.1 | -1.2 | -0.103
CC(=O)c1ccc(N2CCN(C(=O)c3ccco3)C(C)C2)c(F)c1 (centres undefined) | -0.7 | 6.0% | 74.9 | 1.15 | -1.05 | -0.184 | 8.4 | -1.1 | -0.405
CC(C)(C)c1nc(CN2CCOCC2)ccc1O | -3.3 | 4.0% | 61.9 | 0.99 | -0.331 | nt | 6.1 | 0.0 | -0.267
Cc1ccc(S(=O)(=O)CC2CSc3nnc(C)c(=O)n32)cc1 (centres undefined) | 3.9 | 11.0% | 84.0 | 1.03 | -0.253 | 0.0687 | 10.7 | 1.4 | 0.447
Cc1nn(-c2nnc(C)c(=O)[nH]2)c(C)c1SCC(=O)Nc1ccc(C(C)C)cc1 | -1.0 | 6.0% | 54.0 | 1.11 | 0 | 1.31 | 1.3 | -0.1 | -0.646
CCCCOc1ccc(CSC(CC(=O)O)C(=O)O)cc1 (centres undefined) | -1.1 | 4.0% | 116.8 | 1.12 | -0.202 | nt | 0.3 | -0.6 | 2.16
COc1cc(C2=NOC(C(=O)Nc3ccc(C)cc3)C2)cc(OC)c1OC (centres undefined) | -0.3 | 4.0% | 132.9 | 1.06 | -0.0768 | -2.44 | 0.5 | -2.3 | 0.626
Cn1c(-n2c(CCN3C(=O)c4ccccc4C3=O)nc3ccccc3c2=O)nc2ccccc21 | -7.7 | 4.0% | 40.2 | 1.09 | -0.297 | 0.11 | -2.0 | 2.0 | 0.226
CCOC(=O)c1c(C)[nH]c(NC(=O)N2CCOCC2)c1C | -1.0 | 4.0% | 85.2 | 1.07 | 0 | -0.118 | -8.5 | -2.4 | -0.119
CC(C)(C)n1nnc(CCc2nnn(C(C)(C)C)n2)n1 | 1.1 | 2.0% | 126.1 | 1.09 | -0.252 | nt | 6.5 | 1.9 | 0.866
CCN1CCN(CC(=O)NC2CCCC2)C(=O)C1=O | -2.3 | 3.0% | 111.8 | 1.11 | -0.479 | -0.323 | -4.5 | -3.5 | -0.176
CCOc1ccc(OCC)c(NC(=O)CSc2nc3c(c(=O)n(C)c(=O)n3C)n2C)c1 | -3.3 | 9.0% | 114.4 | 1.08 | -1.37 | 0.0307 | 10.2 | -4.7 | 0.0169
Cc1cc(C)cc(OCC(=O)Nc2nonc2NC(=O)COc2cc(C)cc(C)c2)c1 | 5.5 | 1.0% | 93.7 | 1.12 | -0.0298 | 0.805 | 3.9 | -2.3 | -0.441
CC(C)(C)n1nc2c(c1NC(=O)c1ccc(S(=O)(=O)N3CCCCC3)cc1)CS(=O)C2 (centres undefined) | -1.7 | 2.0% | 62.1 | 1.04 | -0.256 | 1.31 | -2.2 | -0.1 | 0.0322
CCOc1ccccc1Oc1c(C)oc2c(CN3CCN(CCO)CC3)c(O)ccc2c1=O | -1.4 | 7.0%[fluoresces] | 92.7 | 3.91* | 0.137 | nt | -17.6 | -1.5 | 0.094
CC(C)CCNc1cc(=O)n(C)c(=O)n1C | -3.9 | 1.0% | 95.6 | 1.04 | -0.246 | 0.103 | 5.2 | -1.2 | 1.04
COC(=O)c1ccc(COc2ccc3c(C)c(C)c(=O)oc3c2)o1 | -5.7 | 7.0%[fluoresces] | 85.0 | 2.2* | 1.05 | 0.642 | -22.6 | 1.8 | 0.361
CS(=O)(=O)N1CCCC(C(=O)NCCN2CCC(Cc3ccccc3)CC2)C1 (centres undefined) | -3.9 | 7.0% | 96.0 | 1.04 | nt | -1.26 | 4.9 | -1.8 | nt
CCn1c(=O)cc(SCC(=O)NCCCN2CCN(c3ccccc3F)CC2)c2ccccc21 | -2.4 | 6.0% | 97.4 | 1.19 | -0.156 | -3.54* | 13.3 | 7.7 | -1.55
CCOC(=O)c1nn(-c2ccc3c(c2)CCN3C(C)=O)cc1O | nt | 3.0%[fluoresces] | 99.0 | 2.2* | -0.244 | nt | -0.5 | 2.6 | 0
O=C(OCCCC(=O)N1CCOCC1)c1ccccc1 | -3.8 | 9.0% | 105.0 | 1.08 | -0.00374 | 1.99 | 9.6 | -1.5 | 0.0287
CCn1cc(C(=O)O)c(=O)c2cnc(N3CCN(C(=O)Nc4ccccc4)CC3)nc21 | 0.7 | 6.0% | 126.4 | 1.06 | 0.0168 | -0.513 | nt | -0.8 | 0.474
CC(C)N(CCNC(=O)C1CCC(=O)N1Cc1ccc(F)cc1)Cc1ccccc1 (centres undefined) | -0.9 | 5.0% | 103.0 | 1.05 | 0.0918 | -0.814 | nt | -2.8 | -0.269
CC(=O)c1cccc(N(C(=O)c2ccco2)C(C(=O)NC2CCCC2)c2ccncc2)c1 (centres undefined) | -2.2 | 8.0% | 117.7 | 1.1 | 0.205 | 0.922 | 3.8 | -0.1 | 0.072
CC1CCCN(C(=O)CSCC(=O)Nc2nc(-c3cccs3)cs2)C1 (centres undefined) | -3.8 | 4.0% | 92.3 | 0.98 | 6.82* | -2.09 | 7.8 | -0.5 | 0.161
Cn1c(C(C#N)C(=O)c2ccco2)nc2ccccc21 (centres undefined) | -4.8 | 8.0% | -11.7* | 1.04 | -0.251 | 0.269 | 12.7 | 0.2 | -0.879
CC1=C(C(=O)N2CCCCC2)C2(CCC(C)CC2)OC1=O (centres undefined) | -2.8 | 3.0% | 62.3 | 0.97 | 0.344 | 0.156 | 8.1 | -2.1 | 0.0845
CC1(C)Cc2c(sc3c2c(=N)n(Cc2ccco2)c(=O)n3CC(=O)Nc2cccc(Cl)c2)CO1 | nt | 3.0% | 42.6 | 1.23 | -0.0216 | 4.43 | 0.6 | -0.5 | -1.48
CC(C)C(NC(=O)OC(C)(C)C)C(=O)N1CCCC1C(=O)NC(Cc1ccccc1)C(N)=O (centres undefined) | 0.2 | 4.0% | 100.6 | 1.03 | -0.298 | 0.819 | 4.8 | -0.1 | 0.00535
COC(=O)C1(C)NC(c2cccs2)C2C(=O)N(c3ccc(F)cc3)C(=O)C21 (centres undefined) | -0.1 | 8.0% | 172.3 | 1.04 | -0.64 | -0.357 | 5.6 | 0.2 | 0.499
CCN1C(=O)C(NC(C)=O)c2cc(OC)ccc21 (centres undefined) | -1.7 | 7.0% | 165.9 | 1.1 | 0.296 | -0.472 | 5.8 | 0.3 | 0.0291
O=C(CC1CCCCC1)NCc1ccccn1 | -8.8 | 2.0% | 90.2 | 1.03 | 0.266 | -0.107 | 8.4 | 2.5 | 0.48
NS(=O)(=O)c1ccc(CCNC(=O)CCC2COc3ccccc3O2)cc1 (centres undefined) | -2.0 | 4.0% | 73.1 | 1.03 | -1.37 | -1.28 | 8.9 | 3.2 | 0.296
CCOC(=O)COc1ccc2c3c(c(=O)oc2c1C)CCC3 | -1.1 | 9.0% | 90.9 | 2.26* | 1.03 | 1.06 | 7.5 | -1.9 | -0.369
COc1cccc(/C=N/n2c(SC)nnc2-c2ccccc2)c1OC | -1.3 | 1.0%[fluoresces] | 98.5 | 2.14* | -0.628 | 5.95* | 4.5 | -0.5 | 0.148
Nc1nnc(CCCCc2cccs2)o1 | -2.1 | 2.0% | 104.6 | 1.13 | 0.284 | 1.03 | 4.1 | -1.0 | 0.0713
CCSc1nnc(NC(=O)c2ccccc2)s1 | -1.2 | 3.0% | 104.2 | 1.08 | 0.0459 | -0.787 | nt | 0.3 | 0.165
CCCS(=O)(=O)N1CCCC(C(=O)NCCN(C)Cc2ccccc2)C1 (centres undefined) | -0.1 | 2.0% | 94.8 | 1.08 | 0.412 | 1.18 | 1.1 | -2.0 | -1.39
COC(=O)C(C)NC(=O)C12CC3CC(CC(C3)C1)C2 (centres undefined) | 1.6 | 2.0% | 134.3 | 1.02 | -0.17 | -0.493 | 7.0 | -3.0 | 0.906
CCSc1nc2c(c(=O)[nH]1)C(c1ccncc1)C(C(=O)OC(C)C)=C(C)N2 (centres undefined) | nt | 4.0% | 69.6 | 1.15 | 0.739 | nt | 6.0 | -1.1 | 0.254
C1CCC(c2nn3c(-c4n[nH]c5c4CCC5)nnc3s2)CC1 | -14.9 | 6.0% | 91.0 | 1.12 | -0.158 | 6.32* | 4.1 | -3.2 | 0.0433
COc1ccccc1N1CCN(Cc2ccco2)CC1 | -1.6 | 5.0% | 82.1 | 1.1 | 0.0267 | -1.27 | 3.7 | -4.5 | -0.64
Cc1cc(NC(=O)c2c(F)c(F)c(F)c(F)c2F)no1 | -0.6 | 5.0% | 86.3 | 1.07 | -0.431 | 0.483 | 15.9 | -0.6 | 0.345
Cn1c(=O)[nH]c(=O)c2c1nc(N1CCCCCC1)n2CCSc1nc2ccccc2[nH]1 | -1.1 | 3.0% | 105.0 | 1.14 | -0.791 | -0.181 | -2.1 | 1.8 | -0.299
Cc1cc(/C=N/n2cnnc2)c(C)n1-c1ccc(OCc2ccc(F)cc2)cc1 | -4.8 | 4.0% | 93.0 | 1.14 | 0.405 | -2.58 | -1.7 | -2.1 | -2.35*
COC(=O)c1ccc2c(c1)NC(=O)C1CCCN21 (centres undefined) | 4.4 | 6.0% | 13.6 | 1.17 | -0.143 | 0.598 | 2.7 | -2.9 | 0.685
O=c1c2cc(N3CCOCC3)ccc2[nH]c(=S)n1CCN1CCCC1 | -3.1 | 7.0% | 93.6 | 2.56* | 0.683 | -0.432 | 7.0 | -0.1 | 0.0656
CCOC(=O)c1cc2sc(C)cc2n1CC(=O)NCc1ccc(F)cc1 | -1.4 | 11.0% | 30.2 | 1.02 | 1.3 | 0.367 | 11.6 | -2.4 | -0.395
Cc1ccsc1C(=O)Nc1ccc(C(=O)O)cc1 | -2.6 | 7.0% | 107.8 | 1.06 | 0.262 | -0.247 | 6.0 | -1.4 | 0.753
Later entries:
SMILES | Hsp90 block | NADH coupling | HER2 expr 66K | Autofluor 339 | M1 ag | D1 mod | E coli RNAP | 5HT1a ag | M1 antagonist
O=S1(=O)Nc2c(ccc3cccnc23)-c2ccccc21 | 34.9 | 4.0% | -8.0* | 1.12 | 0.516 | -3.6* | 9.6 | -4.0 | -0.649
CSc1nc(N)nc(SCC(=O)OC(C)C)c1C#N | 18.7 | 3.0% | 110.6 | 1.11 | -0.675 | nt | -2.3 | 5.9 | 0.297
COC(=O)Cc1c(C)c2ccc(OC(=O)c3ccco3)cc2oc1=O | -1.6 | 9.0%[fluoresces] | 88.0 | 2.12* | 2.01 | 0.0162 | -125.1 | 3.1 | 0
O=C(NC1CC2CCCC(C1)N2Cc1cccs1)N1CCOCC1 (centres undefined) | -4.1 | 4.0% | 113.1 | 1.08 | -0.0524 | -0.773 | 4.7 | 0.1 | -0.913
O=c1c2ccccc2nc(SCc2cc(F)cc3c2OCOC3)n1Cc1ccco1 | 2.3 | 9.0% | 57.4 | 1.08 | -0.192 | -0.621 | 0.4 | -1.2 | -0.404
CC(=O)N(Cc1cc2ccc(C)c(C)c2n2nnnc12)C1CCCC1 | -1.4 | 5.0% | 78.7 | 1.05 | -0.26 | 0.582 | 5.5 | 0.9 | 0.456
CCCCC(=O)Nc1ccc(NC(=O)c2cc(OC)c(OC)c(OC)c2)cn1 | 1.4 | 4.0% | 116.1 | 1.08 | -0.0568 | 0.848 | 3.3 | -2.4 | 0.382
Cn1nc(-c2ccc(OCC(=O)NCC3CCCO3)cc2)c2ccccc2c1=O (centres undefined) | 0.5 | 3.0% | 99.0 | 1.19 | 2.36 | 0.812 | -9.0 | -3.2 | -1.12

Entries of single compounds as entered above. Order of values: Hsp90 block, NADH coupling, HER2 expr 66K, Autofluor 339, M1 ag, D1 mod, E coli RNAP, 5HT1a ag, M1 antagonist
`CSc1nc(N)nc(SCC(=O)OC(C)C)c1C#N` reads 18.7, 3.0%, 110.6, 1.11, -0.675, nt, -2.3, 5.9, 0.297
`COC(=O)Cc1c(C)c2ccc(OC(=O)c3ccco3)cc2oc1=O` reads -1.6, 9.0%[fluoresces], 88.0, 2.12*, 2.01, 0.0162, -125.1, 3.1, 0
